ASK1 primary – human ASK1 kinase inhibition, primary screen | 0.99% of 22,000 active | AID 1159602 | inhibition, % at 7.44 µM | Q99683 | AlphaScreen MKK6 phosphorylation by ASK1, luminescence; in the data active means inhibition above about 35%;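 further: 0% = median of compound wells and 100% = no enzyme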
ULK1 primary – human ULK1 kinase inhibition, primary screen | O75385 | AlphaScreen Atg13 phosphorylation by ULK1, luminescence | inhibition, % at 5.96 µM | 1.9% of 30,000 active | AID 1259251; in the data active means inhibition above about 43%;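 further: 0% = median of compound wells and 100% = no enzyme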
Target sequence (O75385 whole entry, looked up): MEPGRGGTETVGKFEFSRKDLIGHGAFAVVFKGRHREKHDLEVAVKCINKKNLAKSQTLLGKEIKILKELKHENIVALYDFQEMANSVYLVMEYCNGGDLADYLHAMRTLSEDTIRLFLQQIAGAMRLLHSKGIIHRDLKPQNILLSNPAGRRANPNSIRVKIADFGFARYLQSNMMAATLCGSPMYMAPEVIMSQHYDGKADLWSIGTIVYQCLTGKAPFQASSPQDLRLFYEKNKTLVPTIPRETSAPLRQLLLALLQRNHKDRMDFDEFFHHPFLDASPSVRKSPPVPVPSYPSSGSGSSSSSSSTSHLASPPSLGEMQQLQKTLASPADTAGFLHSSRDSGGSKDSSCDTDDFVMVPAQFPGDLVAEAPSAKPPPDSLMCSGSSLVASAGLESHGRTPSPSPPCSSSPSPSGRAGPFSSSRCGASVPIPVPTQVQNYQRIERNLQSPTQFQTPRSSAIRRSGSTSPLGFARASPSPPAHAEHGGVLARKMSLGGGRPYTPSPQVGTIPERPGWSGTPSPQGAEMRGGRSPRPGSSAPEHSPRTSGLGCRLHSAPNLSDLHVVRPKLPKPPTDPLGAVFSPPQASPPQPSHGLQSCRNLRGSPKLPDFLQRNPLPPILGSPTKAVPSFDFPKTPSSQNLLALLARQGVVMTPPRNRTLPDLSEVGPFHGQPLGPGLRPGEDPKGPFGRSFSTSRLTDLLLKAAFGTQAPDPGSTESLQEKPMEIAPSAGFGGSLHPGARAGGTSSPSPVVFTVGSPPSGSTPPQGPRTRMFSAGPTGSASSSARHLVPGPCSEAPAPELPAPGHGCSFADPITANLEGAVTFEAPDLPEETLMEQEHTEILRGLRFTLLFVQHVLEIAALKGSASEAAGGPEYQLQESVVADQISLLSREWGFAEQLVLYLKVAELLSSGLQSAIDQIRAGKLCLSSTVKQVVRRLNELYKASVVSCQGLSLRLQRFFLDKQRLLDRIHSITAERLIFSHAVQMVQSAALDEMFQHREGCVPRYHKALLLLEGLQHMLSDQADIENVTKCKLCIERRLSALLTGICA
* = called active by the depositor.

Screening COCCNc1cc(-c2ccncc2)nc(-c2ccccn2)n1 returned ULK1 primary 5.8.
Screening O=C(NCc1nc2ccccc2[nH]1)c1csc(Nc2cnccn2)n1 returned ASK1 primary 3.1 and ULK1 primary 46.6*.
O=C(NC1CC1)c1ccc(-c2nc(NCc3cccnc3)c3[nH]cnc3n2)cc1 was read as ASK1 primary -10.8 and ULK1 primary 15.4.
For COc1cc2nc(Nc3nc4ccccc4n3C)nc(N)c2cc1OC the results were ASK1 primary -1.5 and ULK1 primary -6.3.
Screening CN(Cc1ccccc1)C(=O)CN(c1cccc(Br)c1)S(C)(=O)=O returned ULK1 primary 0.0.
COc1ccc(CCNC(=O)c2ccnc(-c3ccccc3)c2)cc1 was read as ASK1 primary -12.8 and ULK1 primary 4.3.
Nc1ccc(C(=O)Nc2cc(-c3ccc(Cl)cc3)ccn2)cc1 was read as ASK1 primary 1.4 and ULK1 primary -11.8.
COc1ccc(-c2nc3c(Nc4ccccc4)ncnc3n2C(C)C)cn1 was read as ASK1 primary 5.1 and ULK1 primary -0.1.
`COc1cccc(CN(CCN(C)C)C(=O)c2n[nH]c3cc(-c4cn[nH]c4)ccc23)c1` gave ASK1 primary 13.0 and ULK1 primary 2.9.
c1cc(Nc2nccc(Nc3ccc4c(c3)OCO4)n2)ncn1 was read as ASK1 primary 24.1 and ULK1 primary 4.5.
For COc1cn(CC(=O)Nc2ccc(F)cc2F)c(CN2CCCCCC2)cc1=O the results were ULK1 primary 5.2.
O=C(Cc1cn(-c2ccc(Nc3ccc(-n4ccnc4)cc3)nn2)c2ccccc12)NCc1cccc(C(F)(F)F)c1 was read as ASK1 primary 0.4 and ULK1 primary 7.7.
Cc1n[nH]c(C)c1-c1ccc2cnc(Nc3ccc(-n4cnc(N5CCOCC5)n4)cc3)nc2c1 was read as ASK1 primary -51.1 and ULK1 primary -6.9.
For c1ccc2c(c1)CN[C@H](c1nc3ccc(-c4ccncc4)cc3[nH]1)C2 the results were ASK1 primary 8.5 and ULK1 primary -1.4.
`COc1cccc(CNC(=O)Nc2ccc(-c3cn[nH]c3)cc2OC2CCC(O)C2)c1` (stereo unspecified) gave ASK1 primary -8.1 and ULK1 primary 2.7.
`O=C1CCCN1CCCNc1ccnc(Nc2nccc3ccccc23)n1` gave ASK1 primary -8.5 and ULK1 primary 14.5.
For C=CCN1C(=O)C(Cc2ccccc2)NC1=S (stereo unspecified) the results were ULK1 primary 7.0.
Screening Cc1nn(C)c(C)c1-c1nc(C(=O)NCCO)cs1 returned ASK1 primary 3.0 and ULK1 primary 12.4.
Cn1c(Nc2cc(Nc3ccccc3)nc(N)n2)nc2ccccc21 was read as ASK1 primary -7.0 and ULK1 primary 0.1.
`COc1cc2nc(N3CCN(Cc4ccc5c(c4)OCO5)CC3)nc(Nc3ccc(N4CCOCC4)cc3)c2cc1OC` gave ASK1 primary 26.8 and ULK1 primary -19.8.
Screening CN1CCN(C(=O)c2ccc(-c3nc(NCCO)c4ncn(CCN5CCCC5=O)c4n3)cc2)CC1 returned ASK1 primary -6.2 and ULK1 primary 6.1.
`CC(C)n1cnc2c(Nc3ccc(N4CCOCC4)cc3)nc(Nc3ccccn3)nc21` gave ASK1 primary 21.5 and ULK1 primary 68.8*.
Screening O=C(NCc1ccccc1)c1cccc(Nc2ccc3ncccc3c2)n1 returned ASK1 primary -1.2 and ULK1 primary -25.2.
Screening COc1ccc(CC(=O)NNS(=O)(=O)c2cccc([N+](=O)[O-])c2)cc1OC returned ULK1 primary 0.1.
CCN(CC)C(=O)C1CCCN(c2nc(NCCN(C(C)C)C(C)C)c3ncn(CCN4CCCC4=O)c3n2)C1 (stereo unspecified) was read as ASK1 primary 0.5 and ULK1 primary -2.1.
`O=C(NC1CC1)c1cccc(Nc2ccc(-n3ccnc3)cc2)c1` gave ASK1 primary 0.8 and ULK1 primary -0.2.
O=C(CC(=O)N/N=C\c1ccccc1C(F)(F)F)NCc1ccccc1 was read as ULK1 primary -12.6.
Screening COc1cc(Nc2nc(-c3cccs3)nc3c2ncn3-c2ccccc2)cc(OC)c1OC returned ASK1 primary 8.1 and ULK1 primary -1.1.
CC(C)n1c(Nc2cccnc2)nc2c(Nc3ccc(Oc4ccccc4)cc3)ncnc21 was read as ASK1 primary 7.2 and ULK1 primary -11.0.
For CCCNc1nc(N2CCCC(C(=O)N(CC)CC)C2)nc2c1ncn2CCN1CCCC1=O (stereo unspecified) the results were ASK1 primary 2.0 and ULK1 primary -4.6.
Screening COc1ccc2c(c1)CC(c1nc3cc(-c4cn[nH]c4)ccc3o1)CO2 (stereo unspecified) returned ASK1 primary -7.6 and ULK1 primary 11.8.
Cn1c(Nc2nc(Nc3ccc4c(c3)OCO4)c3ncn(CCN4CCCC4=O)c3n2)nc2ccccc21 was read as ASK1 primary -0.5 and ULK1 primary 13.2.
Screening O=C(O)COc1ccccc1/C=N/NC(=O)c1ccncc1 returned ULK1 primary 6.2.
Screening CS(=O)(=O)c1ccc2c(c1)nc(NCCCO)c1nccn12 returned ULK1 primary 11.5.
`O=C(NCCN1CCN(c2ncccn2)CC1)C12CC3CC(CC(C3)C1)C2` gave ULK1 primary -3.0.
Screening O=C(NC1CC1)c1ccnc(Nc2ncccn2)c1 returned ASK1 primary -25.6 and ULK1 primary 1.1.
For Cn1nccc1Nc1nc(NCc2cccnc2)c2ncn(-c3ccsc3)c2n1 the results were ASK1 primary -9.9 and ULK1 primary 15.7.
For COc1cc(Nc2nc(N3CCOCC3)nc3c2ncn3-c2ccccc2)cc(OC)c1OC the results were ASK1 primary 25.6 and ULK1 primary -24.7.
`COc1cc(Nc2ncnc3c2nc(Nc2ccc(N4CCOCC4)cc2)n3C(C)C)cc(OC)c1OC` gave ASK1 primary 8.9 and ULK1 primary -15.7.
`COc1cc(NC(=O)C2CCN(c3ccc(NCCN4CCOCC4)nn3)CC2)cc(OC)c1OC` gave ASK1 primary 11.8 and ULK1 primary 7.0.
Screening CC(C)n1cnc2c(NC3CCN(Cc4ccccc4)CC3)nc(Nc3ccncc3)nc21 returned ASK1 primary -5.0 and ULK1 primary 8.7.
`O=C(NCc1ccccc1)c1ccnc(Nc2ncccn2)c1` gave ASK1 primary -7.1 and ULK1 primary 0.6.
Screening O=C(NCCOc1ccccc1)c1ccnc(N2CCN(Cc3ccc4c(c3)OCO4)CC2)c1 returned ASK1 primary -8.5 and ULK1 primary -29.6.
Screening NC(C(=O)N1CCN(c2ccc3[nH]ncc3c2)CC1)c1ccc(Cl)cc1 (stereo unspecified) returned ASK1 primary 10.2 and ULK1 primary 12.9.
For COc1cc(Nc2nc(-c3ccc(N4CCOCC4)nc3)nc3c2ncn3Cc2ccc(C(F)(F)F)cc2)cc(OC)c1OC the results were ASK1 primary 10.9 and ULK1 primary -2.0.
`Cc1ccc(C(=O)Cn2c3[n+](c4ccccc42)CC(O)CS3)cc1` (stereo unspecified) gave ULK1 primary 3.2.
Cc1ccc(C)c(NC(=O)Cn2nnc(-c3ccccc3)n2)c1 was read as ULK1 primary -7.7.
Cc1cc(C)cc(Cn2c(NCCCN3CCOCC3)cc(=O)n(C)c2=O)c1 was read as ULK1 primary -1.2.
COc1cc(Nc2nc(C(=O)NCc3cccc(C(F)(F)F)c3)cs2)cc(OC)c1OC was read as ASK1 primary 7.3 and ULK1 primary -20.8.
For CN1CCC(Oc2cc(-c3cn[nH]c3)ccc2NC(=O)[C@@H]2COc3ccccc3O2)CC1 the results were ASK1 primary 3.7 and ULK1 primary -1.8.
For Cc1[nH]ncc1-c1ccc(NC(=O)C2COc3ccc(C(=O)N(C)CCN(C)C)cc3C2)cc1 (stereo unspecified) the results were ASK1 primary -3.7 and ULK1 primary 13.3.
COc1cc(NC(=O)c2ccnc(-c3c(C)nn(C)c3C)c2)cc(OC)c1OC was read as ASK1 primary 13.8 and ULK1 primary -2.2.
Screening O=C(Nc1ccc(N2CCOCC2)cc1)c1ccc2nc(Nc3ccc(N4CCOCC4)cc3)sc2c1 returned ASK1 primary 6.0 and ULK1 primary 1.6.
COc1ccc(CCNc2nc(-c3ccc(OC)cc3)nc3c2ncn3CCN2CCCC2=O)cc1 was read as ASK1 primary 5.4 and ULK1 primary -8.6.
FC(F)(F)c1cccc(CNc2cc(Nc3ccccn3)ncn2)c1 was read as ASK1 primary -12.3 and ULK1 primary -4.8.
`NC(C(=O)N1CCC(C(=O)Nc2ccc3[nH]ncc3c2)CC1)c1ccc(C(F)(F)F)cc1` (stereo unspecified) gave ASK1 primary -2.1 and ULK1 primary 11.5.
NC(=O)c1ccsc1Nc1ccnc(Nc2ccc(N3CCOCC3)cc2)c1 was read as ASK1 primary 13.9 and ULK1 primary 7.7.
c1cc(-c2n[nH]c(CNCc3ccsc3)n2)ccn1 was read as ASK1 primary 2.1 and ULK1 primary -2.2.
N#Cc1cc(-c2ccnc(Nc3ccc(N4CCNCC4)cc3)n2)cc(N2CCOCC2)c1 was read as ASK1 primary 34.0 and ULK1 primary 92.7*.
For O=C(NCc1ccccc1)c1cc(Cl)nc2ccccc12 the results were ASK1 primary 3.4 and ULK1 primary 5.8.

Arranged by SMILES length (ascending): four of the compounds above
Screening CC(C)n1cnc2c(NC3CCN(Cc4ccccc4)CC3)nc(Nc3ccncc3)nc21 returned ASK1 primary -5.0 and ULK1 primary 8.7.
N#Cc1cc(-c2ccnc(Nc3ccc(N4CCNCC4)cc3)n2)cc(N2CCOCC2)c1 was read as ASK1 primary 34.0 and ULK1 primary 92.7*.
COc1ccc(CCNc2nc(-c3ccc(OC)cc3)nc3c2ncn3CCN2CCCC2=O)cc1 was read as ASK1 primary 5.4 and ULK1 primary -8.6.
For COc1cc(Nc2nc(-c3ccc(N4CCOCC4)nc3)nc3c2ncn3Cc2ccc(C(F)(F)F)cc2)cc(OC)c1OC the results were ASK1 primary 10.9 and ULK1 primary -2.0.

Following part:
`COc1cc2nc(NC3CCN(Cc4ccccc4)CC3)nc(Nc3ccc(NC(C)=O)cc3)c2cc1OC` gave ASK1 primary 9.7 and ULK1 primary 8.0.
Cc1cnc(-c2c(C)noc2C)nc1NCCN1CCOCC1 was read as ASK1 primary -12.4 and ULK1 primary 6.4.
CC(=O)Nc1ccc(Nc2ncnc3c2nc(N2CCN(c4ccccn4)CC2)n3C(C)C)cc1 was read as ASK1 primary -3.7 and ULK1 primary -11.5.
For COc1cccc(COC(=O)Nc2ccc(-c3cn[nH]c3)cc2OCCN(C)C)c1 the results were ASK1 primary 10.8 and ULK1 primary 8.9.
`Cc1nn(C)c(C)c1-c1nc2ccc(C(=O)Nc3ccccc3)cc2s1` gave ASK1 primary -6.7 and ULK1 primary -7.3.
`FC(F)(F)c1ccc(Cn2cnc3c(NCc4ccccc4)nc(-c4csc5ccccc45)nc32)cc1` gave ASK1 primary 4.6 and ULK1 primary -12.1.
CCCNC(=O)c1cnc(N2CCN(c3ccccn3)CC2)s1 was read as ASK1 primary -0.6 and ULK1 primary 6.7.
CCN(CC)C(=O)C1CCCN(c2nc(N)c3[nH]cnc3n2)C1 (stereo unspecified) was read as ASK1 primary 6.7 and ULK1 primary 10.3.
`Cc1cccn2c(=O)c3c(nc12)CCN(C(=O)Nc1ccc(F)cc1F)C3` gave ULK1 primary 13.5.
`O=C(NCc1nc2ccncc2[nH]1)c1ccc2c(c1)OCCO2` gave ASK1 primary 8.2 and ULK1 primary -0.6.
For CS(=O)(=O)c1ccc(N2CCC(O)CC2)c([N+](=O)[O-])c1 the results were ULK1 primary -0.6.
O=C(NCc1ccccc1)c1cc(NCc2cccnc2)nc2ccccc12 was read as ASK1 primary -9.8 and ULK1 primary 2.2.
Screening c1ccc(-c2cc(N3CCC4(CC3)OCCO4)nc(-c3ccncc3)n2)nc1 returned ULK1 primary 3.4.
`C=CCc1cccc2cc(C(=O)NC3=C(C)N(C)C(c4ccccc4)C3=O)c(=O)oc12` (stereo unspecified) gave ULK1 primary 2.9.
For O=C(Nc1ccc([N+](=O)[O-])cc1)C1CC12CCC2 (stereo unspecified) the results were ULK1 primary -11.4.
`COc1ccc(C)cc1S(=O)(=O)NCCc1csc(-c2cccc(F)c2)n1` gave ULK1 primary -17.2.
Screening CN1CCN(c2ccc(-c3nc(C(=O)NCc4cccc(C(F)(F)F)c4)cs3)cc2)CC1 returned ASK1 primary -6.1 and ULK1 primary -14.8.
Screening Cc1noc(C)c1-c1nc(NCCCN2CCCC2=O)c2ncn(-c3ccccc3)c2n1 returned ASK1 primary 11.3 and ULK1 primary -27.7.
`Cc1nn(C)c(C)c1-c1cncc(C(=O)NC2CC2)c1` gave ASK1 primary 5.0 and ULK1 primary 2.8.
`COc1ccc(/C=N/Nc2cc(-n3cc(C)cn3)ncn2)c(OC)c1` gave ULK1 primary 10.2.

At a glance, part of the list above:
`COc1cc2nc(NC3CCN(Cc4ccccc4)CC3)nc(Nc3ccc(NC(C)=O)cc3)c2cc1OC` gave ASK1 primary 9.7 and ULK1 primary 8.0.
Cc1cnc(-c2c(C)noc2C)nc1NCCN1CCOCC1 was read as ASK1 primary -12.4 and ULK1 primary 6.4.

Next section
`CCOC(=O)C(O)c1ccccc1` (stereo unspecified) gave ULK1 primary 5.7.
For Cc1ccc2c(c1)c(C)cc(=O)n2CC(=O)O the results were ULK1 primary -13.5.
For CC(C)n1cnc2c(NCCCN3CCCC3=O)nc(-c3ccc(N4CCN(C)CC4)cc3)nc21 the results were ASK1 primary 3.2 and ULK1 primary -0.3.
Screening Cc1nn(C)c(C)c1-c1cncc(C(=O)NCCN2CCOCC2)c1 returned ASK1 primary -7.8 and ULK1 primary -3.5.
`Nc1ccc2cnn(-c3cccc(C(=O)NCCN4CCOCC4)c3)c2c1` gave ASK1 primary -26.3 and ULK1 primary -3.8.
For COc1cc(Nc2nc(NCCCN3CCCC3=O)nc3c2ncn3-c2ccccc2)cc(OC)c1OC the results were ASK1 primary 12.1 and ULK1 primary -1.1.
For CN1CCN(C(=O)c2ccc(-c3cccc(C(=O)NCCc4ccc(O)cc4)n3)cc2)CC1 the results were ASK1 primary 0.7 and ULK1 primary -2.8.
For CCCNC(=O)c1cnc(Nc2cnccn2)s1 the results were ASK1 primary -14.9 and ULK1 primary 13.4.
Screening O=C(NC1CCN(Cc2ccccc2)CC1)c1csc(Nc2ccncc2)n1 returned ASK1 primary 9.4 and ULK1 primary -1.9.
